# From PubChem BioAssay
# Rev-erbA mod: modulators of human Rev-erb alpha DNA binding. P20393. Rev-erbα–FITC-DNA binding, fluorescence polarization, 90 min. activity, % at 10 µM. 0.79% of 370,000 active;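 active = activity above about 14%, limit read from the data; passing the limit was not always enough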;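 note: 0% = DMSO wells with 35 nM protein and 100% = DMSO wells with 750 nM protein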
# HTRA1 inhibitor: HTRA1 (human) protease inhibition. 0.5% of 340,000 active. inhibition, % at 5.96 µM. AID 504803. recombinant HTRA1, FP-rhodamine activity-based probe, fluorescence polarization; in the data active = inhibition above about 36%;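 note: 0% = enzyme with DMSO and 100% = wells lacking enzyme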
# Target sequence (Q92743 whole entry, looked up): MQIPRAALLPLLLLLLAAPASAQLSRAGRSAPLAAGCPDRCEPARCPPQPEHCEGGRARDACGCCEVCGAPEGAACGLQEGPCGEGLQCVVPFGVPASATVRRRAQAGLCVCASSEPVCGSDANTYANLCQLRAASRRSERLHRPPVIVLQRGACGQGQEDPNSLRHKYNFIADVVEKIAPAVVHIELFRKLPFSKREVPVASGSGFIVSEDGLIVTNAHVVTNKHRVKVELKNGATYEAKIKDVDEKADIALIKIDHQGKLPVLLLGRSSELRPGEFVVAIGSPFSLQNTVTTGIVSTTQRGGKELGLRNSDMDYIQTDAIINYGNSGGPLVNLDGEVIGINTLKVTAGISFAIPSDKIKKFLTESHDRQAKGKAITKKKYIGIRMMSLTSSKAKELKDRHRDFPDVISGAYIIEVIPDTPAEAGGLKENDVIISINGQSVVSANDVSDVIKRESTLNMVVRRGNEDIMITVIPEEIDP
# ASAP1 inh: ASAP1 ArfGAP inhibition. ASAP1-stimulated ARF1 GTP hydrolysis, GDP FP detection. inhibition, % at 16.5 µM. 0.19% of 360,000 active. AID 624377; in the data active = inhibition above about 25%;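 note: 0% = vehicle with enzyme and substrate and 100% = no enzyme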
# ARFGAP1 inh: inhibitors of rat ARFGAP1; Arfgap1-stimulated ARF1 GTP hydrolysis, GDP FP detection; inhibition, % at 16.5 µM; 0.26% of 360,000 active;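 active = inhibition above a per-plate limit, mean inhibition of low control wells plus 3 SD, cut at about 25% in these data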;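 note: 0% = DMSO wells with enzyme and 100% = wells lacking Arfgap1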
# Target sequence (Q62848 1-136 limits assumed): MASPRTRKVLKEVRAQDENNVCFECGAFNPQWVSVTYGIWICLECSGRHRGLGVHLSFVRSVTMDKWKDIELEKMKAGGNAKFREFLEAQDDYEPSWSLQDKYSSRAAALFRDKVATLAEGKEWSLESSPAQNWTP
#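 material = rat Arfgap1 catalytic domain, aa 1-136 | also added = human ARF1(Δ1-17)-GTP substrate | compound dosing = one concentration, 16.5 µM, DMSO 1.26% | times = GTP hydrolysis reaction 2 h at 25 °C | measured by = FP, GDP Alexa 633 tracer displaced from anti-GDP antibody, 620/688 nm | evaluation = percent inhibition of Arfgap1-stimulated GTP hydrolysis | replication = single well per compound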
# mABHD4 FP: inhibits mouse alpha/beta hydrolase domain 4 | inhibition, % at 8.92 µM | 0.54% of 370,000 active | purified mABHD4, FP-Rh probe fluorescence polarization | AID 720543;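 active = inhibition exceeding the mean over every tested compound plus 3 SD, cut at about 30% in these data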;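 note: 0% = plate median of compound wells and 100% = S159A mutant with DMSO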
# Target sequence (Q8VD66 whole entry, looked up, the tested form may be a part): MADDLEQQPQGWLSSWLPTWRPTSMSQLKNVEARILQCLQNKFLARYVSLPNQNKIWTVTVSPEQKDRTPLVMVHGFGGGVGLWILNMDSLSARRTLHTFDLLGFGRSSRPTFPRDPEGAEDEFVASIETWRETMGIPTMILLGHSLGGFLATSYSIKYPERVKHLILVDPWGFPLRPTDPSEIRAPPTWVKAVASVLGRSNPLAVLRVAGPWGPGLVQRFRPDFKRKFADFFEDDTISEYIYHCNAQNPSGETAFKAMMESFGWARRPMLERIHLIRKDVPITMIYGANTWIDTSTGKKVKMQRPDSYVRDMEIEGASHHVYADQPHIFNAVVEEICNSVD
#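 system = mouse ABHD4 enzyme, wild type | medium = HEPES pH 7.0, NaCl, Pluronic buffer | also added = FP-Rh probe | incubation = Enzyme–compound pre-incubation 45 min, then probe 60 min, both 25 °C | technique = fluorescence polarization, excitation 525 nm, emission 598 nm, BODIPY TMR filters | controls = S159A mutant high control, sample median low control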
# rCAG binder: binds r(CAG) RNA repeats; 1.3% of 370,000 active; r(CAG) RNA repeat, TO-PRO-1 dye displacement fluorescence; AID 651821; inhibition, % at 3 µM;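 active = inhibition above the plate cutoff, the mean of all test compounds on that plate plus 3 SD, cut at about 35% in these data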;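 note: 0% = DMSO alone and 100% = 100 µM mitoxantrone as full dye displacement; higher means more dye released from RNA so lower well fluorescence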
# SMARCA2 act: increases SMARCA2 function in MMTV reporter cells | MG213 cells, MMTV-luciferase reporter, dexamethasone, overnight | activation, % at 9.1 µM | 1% of 370,000 active | AID 652017; in the data active = activation above about 7.8%;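 note: 0% = vehicle wells and 100% = reference activator wells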
# NPR1 activator: GC-A (human) enzyme activation | AID 1671463 | P16066 | 0.14% of 370,000 active | HEK293 GC-A cells, cGMP TR-FRET, EC30 ANP; 0% at EC30 ANP, 100% saturating ANP | activation, % at 10 µM; in the data active = activation above about 40%
# GC-B act: GC-B (human) receptor activation; HEK293-GC-B cells, CNP EC30, cGMP TR-FRET; 0% at EC30 CNP, 100% saturating CNP; 0.11% of 370,000 active; activation, % at 10 µM;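 active = activation at 10 µM reaching about 35% in either raw or pattern-adjusted values, limit read from the data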
# PG9 Ab binder: PG9 antibody binding by small molecule | TR-FRET gp120-PG9 antibody binding | inhibition, % at 6.7 µM | 0.43% of 360,000 active; in the data active = inhibition above about 8.5%
# An asterisk follows results filed as active; . = no result given.
SMILES,Rev-erbA mod,HTRA1 inhibitor,ASAP1 inh,ARFGAP1 inh,mABHD4 FP,rCAG binder,SMARCA2 act,NPR1 activator,GC-B act,PG9 Ab binder
CCCCCc1c(O)nc(SCCN2CCOCC2)[nH]c1=O,2.1,5.1,-3.1,4.7,3.4,-0.7,0.9,1.2,-2.8,-0.9
CCOC(=O)CNC(=O)CSc1nnc(-c2cccc(OC)c2)n1CC,-5.4,3.0,-3.1,-2.1,-0.2,-5.9,-1.1,2.1,2.6,-1.3
COCc1nnc(NC(=O)CCCOc2ccccc2OC)s1,1.6,4.0,8.4,-0.7,1.4,-2.3,-2.6,0.9,0.7,0.3
CCOc1cc(NC(=S)NCC2CCCO2)c(OCC)cc1NC(=O)c1ccccc1 (centres undefined),-2.4,-0.1,-5.3,-1.1,-3.2,1.1,-0.5,3.9,0.2,0.3
CC(=O)c1ccc(OCc2cc([N+](=O)[O-])cc3c2OCOC3)cc1,-2.5,-8.2,-6.0,3.4,4.0,7.6,6.9,-2.7,-1.8,-0.4
COc1ccc(CNC(=O)c2c(N)n(CCCN3CCOCC3)c3nc4ccccc4nc23)cc1,0.1,-28.0,5.8,9.9,4.7,5.2,-0.8,-4.0,-5.0,-1.1
O=C(OCc1cccc([N+](=O)[O-])c1)c1ccc[nH]c1=O,-0.8,-1.9,11.8,3.3,3.2,-1.9,-4.5,-2.1,2.8,-0.4
O=c1c2ccccc2c(/C=N/n2cnnc2)c(O)n1-c1ccccc1F,-8.5,2.4,-5.9,-1.4,-0.1,26.2,1.1,4.6,-3.9,1.5
CN(C)c1ccc(/C=N/N=C(N)N)cc1[N+](=O)[O-],14.8,3.2,8.2,7.7,-4.2,15.7,-1.0,-15.5,-11.1,-5.4
CCOC(=O)c1cnc(Nc2nc3ccccc3o2)nc1CSC(=S)N1CCCCC1,-1.7,2.2,6.2,1.2,7.9,3.0,5.5,8.1,18.9,-1.1
COc1cc(C(=O)Nc2ccc(C(=O)c3ccncc3)cc2)cc(OC)c1OC,-2.9,-2.7,11.9,7.6,-6.4,2.5,-1.4,0.9,9.6,-1.8
CCOc1ccccc1C(=O)N1CCC(n2nnc3cc(C(F)(F)F)ccc32)CC1,-0.8,-7.0,15.4,-1.0,-1.4,-7.3,-1.6,1.8,3.4,1.1
COc1ccc(C(=O)NC2CC2)cc1OC1CCN(Cc2cnn(C)c2)CC1,9.5,4.5,-9.4,3.0,-0.9,-0.4,-2.3,0.8,2.8,-1.3
COc1cccc(/C=N/Nc2cc(-n3nc(C)cc3-c3ccccc3)ncn2)c1O,-5.6,2.2,-3.6,1.8,2.3,4.2,-1.1,2.9,1.7,-0.4
CCOC(=O)c1[nH]c2ccccc2c1NC(=O)c1ccc(S(=O)(=O)N(C)C)cc1,-2.6,-8.4,12.2,6.5,4.9,0.9,-3.8,5.0,-4.3,-0.2
CCn1c(Cc2ccccc2)nnc1SCc1ccc([N+](=O)[O-])cc1,10.6,-2.5,3.6,5.2,3.5,-2.7,1.4,-3.9,2.2,-1.6
CCN(CC)CCOc1ncnc2c1oc1ccccc12,0.7,0.1,-11.4,3.3,4.2,2.0,0.9,6.3,-7.8,2.3
NS(=O)(=O)c1ccc(CCNC(=O)COC(=O)CCc2ccccc2)cc1,-0.4,8.7,8.5,10.4,5.0,-1.2,1.2,0.7,-5.2,-0.7
CCN(c1cccc2ccccc12)S(=O)(=O)c1ccc(Cl)nc1,-3.3,-6.8,-8.8,-13.9,-7.6,-0.9,-2.1,-5.0,-6.6,-2.5
CCc1nc(NCCc2ccccn2)c2nnn(Cc3ccccc3F)c2n1,-0.8,-6.8,-4.4,14.5,7.3,-6.0,-3.6,9.7,16.2,-1.4

# Look-ups from the results shown:
# Value for COc1cccc(/C=N/Nc2cc(-n3nc(C)cc3-c3ccccc3)ncn2)c1O under ARFGAP1 inh: 1.8
# Value for CCc1nc(NCCc2ccccn2)c2nnn(Cc3ccccc3F)c2n1 under SMARCA2 act: -3.6

# New compounds follow
SMILES,Rev-erbA mod,HTRA1 inhibitor,ASAP1 inh,ARFGAP1 inh,mABHD4 FP,rCAG binder,SMARCA2 act,NPR1 activator,GC-B act,PG9 Ab binder
CC(C)NC(=O)CC(c1ccccc1)c1cc(Br)ccc1O (centres undefined),6.9,-6.6,.,.,.,.,.,-32.8,-18.0,.
Cc1ccc(NC(=O)COc2cccc3ccc(C)nc23)c(Br)c1,-0.4,-9.3,5.4,3.8,-13.4,-1.4,-4.8,-1.7,3.0,-1.8
COc1ccc(S(=O)(=O)N(C)C[C@H]2OCc3cnnn3CCCC(=O)N([C@H](C)CO)C[C@H]2C)cc1,-5.3,0.5,-1.8,9.3,7.5,1.5,-1.6,5.1,4.1,2.4
Cc1nn(-c2ccccc2)c2c1C(O)n1c(nc3ccccc31)S2 (centres undefined),-0.7,-5.0,2.7,0.5,0.2,-2.4,-1.4,6.0,10.7,0.6
CC(C)(C)C(=O)NC(=S)N1CCc2ccccc21,-2.3,-1.1,-7.2,-0.8,-0.7,-0.3,1.5,1.1,-5.2,-0.4
Cc1ccc(C(=O)C(C)OC(=O)C2=COCCO2)cc1C (centres undefined),3.9,-2.7,6.4,15.0,6.3,0.3,1.9,0.8,-4.6,-0.2
COc1cc(C(F)(F)F)ccc1C(=O)NCCc1ccco1,0.5,-2.7,2.0,-6.6,-9.9,0.9,-3.6,-2.5,-7.9,0.7
N/C(=N\OC(=O)Cc1ccc(Cl)cc1)c1ccccn1,-5.1,1.6,10.3,-17.3,-6.8,-0.4,5.0,0.5,-6.4,0.4
COc1ccccc1CNC(=O)CCNC(=O)c1ccco1,-2.3,0.2,1.9,-2.8,-1.0,0.4,1.6,4.5,0.9,0.2
CCN(c1ccccc1)S(=O)(=O)c1ccc(Cl)c(C(=O)NC2CCN(Cc3ccccc3)CC2)c1,1.3,-5.8,-6.8,1.5,1.2,-4.6,-4.5,-7.9,-1.4,2.0
CNC(=O)c1sccc1S(=O)(=O)Cc1c(Cl)cccc1Cl,-1.4,-3.0,0.3,-10.5,-3.6,2.3,-1.5,-10.9,-3.4,0.0
COc1ccccc1CCNC(=O)C1CCC(=O)N(Cc2cccc(F)c2)C1 (centres undefined),1.2,5.3,-1.8,3.4,-1.5,-4.4,2.2,-2.5,0.4,1.0
CSc1ccc(CN2CCSCC2)cc1,1.9,0.9,-8.9,2.1,8.7,-4.9,3.7,3.7,9.0,-2.6
O=[N+]([O-])c1ccccc1C=NNC(=S)NN=Cc1ccccc1[N+](=O)[O-],1.7,10.4,-8.8,3.5,8.7,14.0,5.1,-8.2,-3.6,-1.7
CC(C)(C)N1Cc2nnn(Cc3ccccc3)c2-c2cc(F)ccc2S1(=O)=O,6.1,.,.,.,1.8,-0.9,-2.0,0.5,2.4,.
Cc1c(-c2nnc(-c3ccc(C(F)(F)F)cc3)o2)cnn1-c1ccccc1,4.2,-1.2,0.8,-1.6,0.0,1.5,1.6,4.0,6.0,0.8
O=C(Nc1cccc(-n2cnnn2)c1)c1ccccc1Br,0.8,-0.8,3.0,9.3,-4.3,5.4,-1.6,-0.2,-1.2,3.2
COC(=O)c1cc(C#N)c(N2CCOCC2)nc1C,1.9,1.8,7.3,-2.0,-3.2,-0.6,-3.4,-1.0,-5.8,0.9
COc1ccc(C(=O)N[C@H](C(=O)NCc2ccco2)C(C)C)cc1,2.0,1.7,-4.6,6.2,1.1,0.0,-2.5,5.8,0.2,0.0
C=CCNC(=S)NNC(=O)c1ccc(Br)o1,0.6,8.0,4.2,3.4,4.7,0.7,-0.8,0.9,-4.8,-3.3
CSc1cccc(NC(=O)CNS(=O)(=O)c2ccccc2)c1,-3.8,2.5,5.8,4.7,-3.2,-4.9,-0.9,-1.5,4.2,-0.8
CCOc1ccc(NC(=O)CSc2nc3ccsc3c(=O)n2CCCCC(=O)O)cc1,-1.8,-2.4,-2.0,-0.8,-0.9,2.1,0.1,-0.9,1.5,1.3
Cc1c(C#N)c(NC(=O)CCl)n(Cc2cccs2)c1C,4.9,3.7,10.4,15.0,-0.1,4.5,3.0,0.7,1.3,-1.9
CCc1cccc(C)c1NC(=O)COC(=O)CCn1c(C)csc1=O,0.9,5.0,6.2,9.5,-1.6,-0.4,5.2,-0.3,2.1,-0.8
COc1ccc(CCNC(=O)CSc2nc3[nH]ncc3c(=O)n2-c2ccc(Br)cc2)cc1OC,-6.3,-4.8,-7.7,4.3,-4.7,-4.6,1.6,-4.4,-1.9,0.3
CC#CCN1c2ccccc2[C@]23C[C@@H](C(=O)OC)N(C(C)=O)C2=NC(C(=O)OC)=C(C(=O)OC)[C@H]13,3.4,4.7,2.7,8.9,5.1,-5.9,0.0,-14.6,-22.7,0.3
CCC(=O)Nc1cccc(NC(=O)c2ccccc2Br)c1,0.5,-0.3,1.1,1.9,-9.8,3.6,-4.8,0.7,4.0,0.2
CC(=O)N1c2ccc(S(=O)(=O)NCC3CCC(C(=O)NC4CCCCC4)CC3)cc2CC1C (centres undefined),-1.6,3.8,10.4,5.1,6.9,-5.8,-3.7,-0.5,3.2,-1.4
COc1cc(N)c(Cl)cc1C(=O)OCC(=O)N1CCCCCC1,1.0,3.3,14.5,10.9,1.0,-0.7,-1.5,1.1,4.4,2.0
C=CCN1C(=O)/C(=C/c2ccsc2)SC1=S,1.3,-17.8,-4.4,0.6,0.3,-0.6,-2.6,-2.3,0.3,1.3
C=CCC(=O)N1CCC(n2nccc2NC(=O)c2ccc3c(c2)OCO3)CC1,-5.9,2.6,0.4,-1.0,-1.3,4.4,-0.8,1.4,-0.6,1.5
Cc1ccc(NC(=S)N(CCCN2CCOCC2)Cc2ccccn2)cc1Cl,-3.1,1.7,-12.8,8.6,-0.5,-3.9,6.4,0.2,2.8,-2.2
COc1ccc(OC)c(NC(=O)CSc2nc(-c3ccccc3)cc(=O)[nH]2)c1,-5.0,-9.4,11.1,4.0,-0.6,37.5*,0.9,-14.0,-8.2,-2.3
Cc1sc(NC(=O)c2cc(-c3ccc(Cl)cc3)nc3ccccc23)c(C(N)=O)c1C,-5.8,-14.0,-6.1,11.5,-0.8,5.7,-0.4,3.0,1.2,0.3
COc1ccc(CCNC(=O)COC(=O)Cc2cccc(F)c2)cc1,3.5,-7.4,-6.6,5.4,1.8,-2.1,0.1,-0.2,2.1,-1.9
NC(=O)c1oc2ccccc2c1NC(=O)c1ccccc1,3.7,-7.1,13.3,0.4,4.2,3.0,-0.5,1.6,-1.5,0.6
CN1CCc2c(sc(NC(=O)C3CCN(S(=O)(=O)c4cccs4)CC3)c2C(N)=O)C1,5.9,-0.4,-0.6,4.1,-2.0,-1.0,-0.8,0.1,-3.9,1.0
O=c1[nH]oc2cc(Cl)ccc12,1.5,-4.6,-12.4,0.1,-7.4,-0.9,0.9,0.4,1.5,1.7
CCOP(=O)(c1c(F)c(F)c(F)c(F)c1F)C(O)c1ccccc1 (centres undefined),-1.1,4.9,-0.3,-8.2,4.4,-4.0,-0.6,-10.8,0.9,-2.9
CC(=O)Nc1ccc(S(=O)(=O)Nc2nc(C)cc(-n3nc(C)cc3C)n2)cc1,-1.9,7.3,-16.0,16.0,4.7,3.3,1.3,-3.1,8.2,-1.3
